LYP inhibition: inhibitors of LYP phosphatase, biochemical, fluorescence intensity, uHTS (AID 1779) | recombinant LYP phosphatase, fluorescence intensity; higher % means a stronger effect | one-dose inhibition, % at 11.5 µM; IC50 in µM for titrated hits | 290,000 tested, 0.054% active;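 further: plate controls were vehicle with enzyme for no effect and no enzyme for full effect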
Myeloid diff MLP: myeloid differentiation induction | ER-HoxA9 myeloid progenitors, lysozyme-GFP differentiation, flow cytometry | calls only at 10 µM | 360,000 tested, 1% active;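 active means normalized GFP-positive differentiation at or above the plate's own cutoff, the solvent-only control mean plus 3 SD; inconclusive means no clear call, values can overlap the other calls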;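 further: cells exposed to compound for four days before flow analysis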
AID2073: disruptors of CaV2.2 binding to Mint1 – biochemical, HTRF (AID 2073); HTRF protein-protein interaction, Mint1-CaV2.2; higher % means a stronger effect; inhibition, % at 20 µM, or IC50 in µM where a hit was titrated; 290,000 tested, 0.19% active; in the data active means inhibition mostly above about 51%, no sharp cut-off; inconclusive means no clear call, values can overlap the other calls; inactive means mostly below about 53%; further: some results filed as inactive read as strong as hits
Hep lipid drop: modulators of hepatic lipid droplet formation | AML12 mouse hepatocytes, oleate lipid droplets, BODIPY imaging | inhibition, % at 6.5 µM | 240,000 tested, 0.4% active | AID 1656;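 active means lipid droplet intensity inhibited by at least 50%, with more than 500 cells counted; inconclusive means wells with under 300 cells, treated as cytotoxic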
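material = mouse AML12 hepatocyte cell line, fixed after treatment | also added = 100 µM oleic acid challenge | doses = compound at 6.5 µM only | schedule = overnight exposure | technique = Image-based BODIPY and DAPI two-channel analysis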
XIAP displacement: small molecules displacing peptide from XIAP – biochemical, IAP family, fluorescence polarization (AID 1018); XIAP BIR domain, fluorescence polarization peptide displacement; higher % means a stronger effect; one-dose displacement, % at 20 µM; IC50 in µM for titrated hits; 200,000 tested, 0.007% active; in the data active means displacement above about 50%; further: a part of the inactive calls stands beside numbers as strong as those of hits
NOD2 inhibition: NOD2 signaling inhibitors, cell-based, luminescence, uHTS, HEK293 (AID 1566); HEK293 NOD2/NF-kB luciferase reporter, luminescence; higher % means a stronger effect; inhibition, % at 4 µM, or EC50 in µM where a hit was titrated; 290,000 tested, 0.63% active; further: many of its hits are not listed in these tables
NS5 inhibitors: Dengue-2 NS5 methyltransferase inhibitors, primary screen, biochemical, confirmation dose response (AID 588689) | Dengue-2 NS5 methyltransferase capping enzyme assay, biochemical; higher % means a stronger effect | one-dose inhibition, % at 25 µM; IC50 in µM for titrated hits | 340,000 tested, 0.3% active; in the data active means a potency from the dose series; inconclusive means inhibition above about 29% without an active follow-up result
Siah-1 displacement: blockers of Siah-1 interaction with plectin peptide – biochemical, fluorescence polarization, rhodamine-plectin, uHTS, primary screen (AID 1817). Siah-1 / rhodamine-plectin peptide fluorescence polarization; higher % means a stronger effect. displacement, % at 20 µM; hits with a dose series show IC50 in µM. 290,000 tested, 0.02% active;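 active means displacement of at least 50% at 20 µM, with a fluorescence ratio check between 0.3 and a set limit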;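 further: plate controls were Siah plus tracer with DMSO for no effect and tracer alone without Siah for full effect; strong numbers were not always called active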
HIV peptide binding: inhibitors of HIV fusion peptide binding, primary screen, biochemical, uHTS, fluorescence dequenching (AID 1986); one-dose inhibition, % at 20 µM; IC50 in µM for titrated hits; 290,000 tested, 0.3% active; cell-free peptide binding, fluorescence dequenching, 30 min; higher % means a stronger effect; in the data active means inhibition mostly above about 52%, no sharp cut-off; inactive means mostly below about 76%; further: some results filed as inactive read as strong as hits
Hep lipid drop cells 6.5 µM: also measured in Hep lipid drop; calls as there; cell count; measured here: cell count, cytotoxicity flag;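 cells counted across two imaged fields per well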
NS5 inhibitors pilot replicate: recorded beside NS5 inhibitors, whose call it bears; inhibition, %; measured here: pilot screen replicate inhibition
Myeloid diff MLP GFP+ MAC1+ %: also measured in Myeloid diff MLP; calls as there; GFP+ MAC1+ double positive, %; measured here: differentiation confirmed by MAC1 staining
* marks the source's active call; other numbers are inactive results; i = inactive; u = inconclusive; x = not tested or not shown; + = active, no number; & = joins results of further samples. Unless noted, no stated cut-off is given here; in the data, active means inhibition above about 50%; inactive means the rest. This is a subset; rates above refer to the full screens.

The first two entries, to show the layout:
SMILES	LYP inhibition	Myeloid diff MLP	Myeloid diff MLP GFP+ MAC1+ %	AID2073	Hep lipid drop	Hep lipid drop cells 6.5 µM	XIAP displacement	NOD2 inhibition	NS5 inhibitors	Siah-1 displacement	HIV peptide binding	others
COc1ccc(OC)c(N(C)S(=O)(=O)c2cc3c(cc2C)NC(=O)CO3)c1	-7%	i	2.4	7%	-20	814	x	10%	-4%	-2%	-2.4%
CCOC(=O)C(=CNc1cc(C)nn1C(C)(C)C)C(=O)OCC	-3%	i	0.9	-3%	12	653	-1.0%	11%	-3%	7%	-0.1%

The list itself, from the first entry:
SMILES	LYP inhibition	Myeloid diff MLP	Myeloid diff MLP GFP+ MAC1+ %	AID2073	Hep lipid drop	Hep lipid drop cells 6.5 µM	XIAP displacement	NOD2 inhibition	NS5 inhibitors	Siah-1 displacement	HIV peptide binding	others
COc1ccc(OC)c(N(C)S(=O)(=O)c2cc3c(cc2C)NC(=O)CO3)c1	-7%	i	2.4	7%	-20	814	x	10%	-4%	-2%	-2.4%
CCOC(=O)C(=CNc1cc(C)nn1C(C)(C)C)C(=O)OCC	-3%	i	0.9	-3%	12	653	-1.0%	11%	-3%	7%	-0.1%
Cn1c(=O)c2c(-c3cccc(F)c3)c3c(nc2n(C)c1=O)-c1ccccc1C3O (configuration not stated)	-6%	x	x	4%	x	x	1.2%	1%	x	-1%	-1.2%
CC(C)C(=O)NNC(=O)c1cc2sccc2s1	-8%	i	0.2	24%	-8	730	x	2%	3%	-3%	-0.8%
CC(C)NC(=O)/C(C#N)=C/c1cccc(NC(=O)c2ccccc2Cl)c1	-6%	i	0.4	22%	-12	607	3.0%	-6%	-3%	6%	-0.2%
O=C(O)c1ccc(Cl)c(S(=O)(=O)Nc2ccccc2C(=O)Nc2ccc(Cl)cc2)c1	-10%	x	x	6%	6	758	x	-2%	34µM*	-1%	18µM*
COc1ccc(OC)c(-c2csc(NC(=O)C3COc4ccccc4O3)n2)c1 (configuration not stated)	7%	i	0.3	10%	-21	700	-5.0%	15%	x	3%	1.8%
CCc1cc2cc(C)cc(C)c2nc1SCC(=O)NNC(=O)c1ccco1	-3%	i	0.5	28%	8	664	-4.0%	1%	-10%	4%	1.5%
Cc1cc(-n2cccn2)ccc1CN1CCN(CC(C)C)C(CCO)C1 (configuration not stated)	-4%	i	0.3	-7%	-10	697	x	9%	-10%	9%	-1.1%
Cc1ccc2nc(Cl)c3nnnn3c2c1	-2%	u	x	-22%	-3	757	-13%	42%	-41%	-7%	0.1%
CCC1=NC(c2ccccc2OC)N(O)C1(C)C (configuration not stated)	-2%	i	9.1	-8%	x	x	-1.7%	-2%	-10%	2%	-0.5%
O=C(NCc1nnc(SCC(=O)N2CCC(Cc3ccccc3)CC2)o1)c1ccco1	-9%	i	0.0	-13%	-17	650	-4.0%	24%	0%	0%	-1.7%
Cc1c(NC(=O)c2ccco2)c(=O)n(-c2ccccc2)n1C	-8%	i	0.6	6%	-6	779	x	5%	3%	10%	-0.8%
CCN1C(=O)/C(=C2/Sc3ccccc3N2CCCS(=O)(=O)O)SC1=S	-4%&-2%	i	1.0&0.4	-1%&3%	-6	691	-3.4%&-3.0%	2%&14%	-26%&-22%	-2%&1%	-2.5%&5.0%
CCOc1ccc(C2C3=C(CCCC3=O)Nc3nc(C(F)(F)F)nn32)cc1OC (configuration not stated)	-5%	x	x	-4%	-22	714	0.6%	6%	-8%	-7%	-0.8%
O=C(Nc1ccccc1)n1ccc(-c2ccc(-n3ccnc3)cc2)n1	-4%	x	x	0%	2	664	-8.5%	-62%	x	-5%	-1.1%
COC(=O)[C@@H]1C[C@@]2(O)[C@H](O)[C@H](O)[C@H](O)C[C@H]2N1Cc1ccccc1OS(=O)(=O)c1ccc(C)cc1	-8%	i	2.0	6%	19	765	x	7%	-2%	-4%	0.0%
O=C(NCCc1ccccc1)c1noc2c1CCc1ccccc1-2	-8%	i	3.6	2%	x	x	-4.0%	-3%	-11%	1%	7.9%
Cc1cc(-c2ccc(C)c(S(=O)(=O)NCC3CCN(Cc4ccccc4F)CC3)c2)on1	-10%	i	1.6	1%	-49	738	x	16%	-15%	-3%	-0.3%
Cc1cccc(NC(=O)CN2C(=O)N/C(=C\c3cccn3-c3cccc(C(=O)O)c3)C2=O)c1	-5%	i	0.0	-5%	3	699	-2.7%	7%	5%	-5%	33%
Cc1c(C(=O)Nc2ccccc2)sc2nc3n(c(=O)c12)CCCCC3	4%	i	0.1	4%	10	662	0.9%	-17%	-10%	1%	0.7%
CC1=C(C(=O)OC(C)C)[C@@H](c2ccc(C)o2)NC(=O)N1	-1%	i	0.3	3%	1	743	-5.2%	5%	-13%	6%	3.8%
O=C(Nc1cccc(Cl)c1)C1CCCN(S(=O)(=O)c2ccc(F)cc2)C1 (configuration not stated)	-7%	i	0.6	-4%	14	851	-5.7%	25%	-11%	-1%	-0.6%
COC(=O)c1cc(-c2c[nH]c3ccccc23)n[nH]1	-2%	i	0.9	14%	18	715	-2.3%	-8%	-8%	-3%	-1.8%
O=C(NCCc1ccccc1)c1oc2ccccc2c1COc1ccccc1	10%	i	0.2	18%	64*	678*	-14%	-12%	-1%	4%	-1.8%
CCN1C(=O)C2(C(C(=O)c3ccc(C)o3)=C(O)C(=O)N2CCCN(C)C)c2ccccc21 (configuration not stated)	-6%	i	0.3	2%	6	694	x	-64%	x	1%	2.0%
Brc1ccc(C2=CC(c3cccs3)n3ncnc3N2)cc1 (configuration not stated)	4%	+	1.0*	-3%	x	x	-0.7%	-3%	u	2%	23%
Cc1cccc(Nc2ccc([N+](=O)[O-])cn2)c1	-2%	i	0.7	13%	-4	831	x	-21%	-2%	-2%	-0.6%
Cc1c(NC(=O)C2CC=CCC2C(=O)O)c(=O)n(-c2ccccc2)n1C (configuration not stated)	-11%	i	1.5	11%	8	781	-7.1%	3%	2%	4%	2.0%
CCOc1ccc(N(CC(=O)OC)S(=O)(=O)c2c(C)noc2C)cc1	-4%	i	1.1	-3%	x	x	2.0%	-5%	0%	1%	1.6%

An excerpt from above in order of count of non-hydrogen atoms, ascending:
SMILES	LYP inhibition	Myeloid diff MLP	Myeloid diff MLP GFP+ MAC1+ %	AID2073	Hep lipid drop	Hep lipid drop cells 6.5 µM	XIAP displacement	NOD2 inhibition	NS5 inhibitors	Siah-1 displacement	HIV peptide binding	others
Cc1cccc(Nc2ccc([N+](=O)[O-])cn2)c1	-2%	i	0.7	13%	-4	831	x	-21%	-2%	-2%	-0.6%
COC(=O)c1cc(-c2c[nH]c3ccccc23)n[nH]1	-2%	i	0.9	14%	18	715	-2.3%	-8%	-8%	-3%	-1.8%
CCN1C(=O)C2(C(C(=O)c3ccc(C)o3)=C(O)C(=O)N2CCCN(C)C)c2ccccc21 (configuration not stated)	-6%	i	0.3	2%	6	694	x	-64%	x	1%	2.0%

Continued.
SMILES	LYP inhibition	Myeloid diff MLP	Myeloid diff MLP GFP+ MAC1+ %	AID2073	Hep lipid drop	Hep lipid drop cells 6.5 µM	XIAP displacement	NOD2 inhibition	NS5 inhibitors	Siah-1 displacement	HIV peptide binding	others
CCOc1ccc(OCC)c(NC(=O)c2ccc(CNc3c(N4CCOCC4)c(=O)c3=O)cc2)c1	0%	i	0.7	-5%	12	720	-1.4%	8%	13%	13%	-1.9%
FC(F)(F)c1cnc(Oc2ccccc2-c2nnc(-c3ccc(Cl)cc3)o2)c(Cl)c1	1%	i	0.5	5%	0	832	-7.9%	5%	2%	6%	-3.1%
c1ccc(CSc2nncn2-c2ccccn2)cc1	-15%	i	1.2	-3%	x	x	-0.9%	16%	-4%	3%	-2.5%
COc1ccccc1C(=O)N1CCN(Cc2nc(CC3CC3)no2)CC1	-8%	i	0.4	8%	-18	642	-3.5%	18%	-6%	0%	-1.5%
O=Cc1cn(CCC(=O)O)nc1-c1cccc2ccccc12	-4%	i	0.1	8%	4	732	-4.9%	-9%	-7%	2%	1.6%
COc1ccc(NC(=O)C2CCCN(C)C2)cc1OCC(C)C (configuration not stated)	-6%	i	0.6	1%	-6	719	-21%	21%	0%	-2%	-1.7%
O=C(Nc1cccc(F)c1)/C(=C\c1ccco1)NC(=O)c1cccs1	4%	i	0.5	2%	x	x	-5.7%	0%	-12%	-6%	7.7%
Brc1ccc(-c2cnnc(N3CCCC3)n2)cc1	-6%	i	0.3	0%	x	x	-8.6%	1%	u	3%	0.3%
O=C(CN(Cc1ccc(Cl)c(Cl)c1)S(=O)(=O)c1ccccc1)N/N=C\c1ccc2c(c1)OCO2	1%	i	1.7	0%	6	765	-3.5%	-47%	-5%	-3%	-0.3%
O=C(Nc1cc(C(F)(F)F)ccc1N1CCOCC1)c1cnccn1	-4%	u	x	6%	11	737	x	-7%	-8%	0%	0.6%
C/C(Cl)=C\Cn1c(Nc2ccc(C)cc2)nc2c1c(=O)n(C)c(=O)n2C	1%	i	0.6	6%	7	737	-5.3%	17%	1%	-1%	-3.1%
COc1ccccc1N1CCN(c2cc(N3CCCC3)nc(C)n2)CC1	-7%	i	3.8	-5%	11	715	-5.9%	3%	-1%	0%	-3.7%
COCCn1nnnc1CN1CCC(Cc2ccccc2)CC1	-8%	i	6.1	-4%	-6	752	-7.9%	5%	-1%	5%	0.8%
CCCc1nc2oc3c(NCC4CCCO4)ncnc3c2c2c1COC(C)(C)C2 (configuration not stated)	-9%	i	0.8	9%	18	738	9.1%	13%	-7%	-2%	-1.6%	NS5 inhibitors pilot replicate=-1.5
COc1ccc(N(CC(=O)N2CCC(Cc3ccccc3)CC2)S(C)(=O)=O)cc1	-4%	i	0.2	-10%	8	686	-3.5%	5%	4%	12%	0.5%
S=c1[nH]nc(-c2ccccn2)n1/N=C/c1ccco1	3%	i	0.8	-49%	2	721	x	12%	x	-4%	-0.7%
CC(C)CCOc1ccc(C(=O)C[N+]2(C)CCOCC2)cc1	-1%	i	0.3	-1%	-4	785	-5.3%	19%	-2%	-1%	-3.3%
Cc1ccc2cc(C#N)c(NCc3ccco3)nc2c1	-8%	i	0.9	12%	2	669	-3.3%	-1%	-1%	0%	3.7%
CCC1(c2ccc(F)cc2)NC(=O)N(CC(=O)Nc2ccc(C(N)=O)cc2)C1=O (configuration not stated)	-5%	i	3.8	-5%	15	778	x	-3%	4%	-2%	1.2%
Cc1ccc(C(=O)OCC(=O)NC2CCCC2)cc1	0%	i	0.7	11%	-4	760	x	-10%	-2%	2%	-1.6%
COCCNC(=O)CNC(c1ccccc1)c1ccccc1	-6%	x	x	9%	-10	684	-3.7%	12%	x	0%	4.2%
Cc1cc(C)cc(N2C(=O)N(c3ccccc3C)C3CS(=O)(=O)CC32)c1 (configuration not stated)	-4%	i	2.1	4%	7	809	-3.6%	3%	-1%	3%	0.0%
CCCOc1ccc(N2CC(C(=O)Nc3ccc4c(c3)OCO4)CC2=O)cc1 (configuration not stated)	-9%	i	0.6	33%	-3	752	-0.4%	-1%	-4%	13%	4.7%
CCCn1c(SCC(=O)N2CCCCC2)nc2c1c(=O)n(C)c(=O)n2C	-4%	i	0.5	7%	3	798	x	0%	-2%	-6%	-0.1%
